# Bioassay records as filed in PubChem BioAssay.
# DNMT1 block – human DNMT1 methyltransferase inhibitors, primary screen, biochemical, molecular beacon, fluorescence, HinP1I cleavage, uHTS. DNA (cytosine-5)-methyltransferase 1 (Homo sapiens), P26358. inhibition (reported as % activation of signal), % at 10 µM. 360,000 compounds, 0.83% hits. AID 588458, 2011; in the data active = inhibition above about 50%
# Scp-1 inhibitor – Scp-1 phosphatase inhibitors, primary screen, biochemical, colorimetric, uHTS; Carboxy-terminal domain RNA polymerase II polypeptide A small phosphatase 1 (Homo …; Recombinant Scp1, phosphopeptide, malachite green phosphate absorbance; inhibition, % at 20 µM; 340,000 compounds, 0.88% hits; AID 493091, 2011;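 active = inhibition above about 50% at 20 µM, limit read from the data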;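 note: plate controls were DMSO wells with enzyme for no effect and wells lacking enzyme for full effect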
# Target sequence (Q9GZU7 76-261 limits assumed): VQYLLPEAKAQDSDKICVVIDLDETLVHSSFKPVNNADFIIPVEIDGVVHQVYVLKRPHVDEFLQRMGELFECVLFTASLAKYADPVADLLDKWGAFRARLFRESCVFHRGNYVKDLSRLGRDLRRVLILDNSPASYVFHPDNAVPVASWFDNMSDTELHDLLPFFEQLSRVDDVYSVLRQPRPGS
#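 Test system: SCP-1 catalytic domain; Buffer or medium: Acidic Tris acetate buffer with magnesium and detergent; Also added: Phosphorylated 17-residue peptide substrate; Compound: single 20 µM dose, 1% DMSO; Schedule: enzyme reaction 45 min at room temperature, colour 5 min, stabilisation 30 min; Signal: Phosphate-binding colour reagent, absorbance read at 630 nm.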
# STEP block – STEP phosphatase inhibitors, primary screen, biochemical, fluorescence intensity, uHTS; Tyrosine-protein phosphatase non-receptor type 5 (Homo sapiens), P54829; recombinant STEP, OMFP fluorogenic substrate; inhibition, % at 20 µM; 360,000 compounds, 0.25% hits;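 active = inhibition at 20 µM, scaled per plate between control wells, above about 37%, limit read from the data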;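 note: 0% = DMSO with enzyme and substrate and 100% = substrate only without enzyme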
# Target sequence (P54829 whole entry, looked up): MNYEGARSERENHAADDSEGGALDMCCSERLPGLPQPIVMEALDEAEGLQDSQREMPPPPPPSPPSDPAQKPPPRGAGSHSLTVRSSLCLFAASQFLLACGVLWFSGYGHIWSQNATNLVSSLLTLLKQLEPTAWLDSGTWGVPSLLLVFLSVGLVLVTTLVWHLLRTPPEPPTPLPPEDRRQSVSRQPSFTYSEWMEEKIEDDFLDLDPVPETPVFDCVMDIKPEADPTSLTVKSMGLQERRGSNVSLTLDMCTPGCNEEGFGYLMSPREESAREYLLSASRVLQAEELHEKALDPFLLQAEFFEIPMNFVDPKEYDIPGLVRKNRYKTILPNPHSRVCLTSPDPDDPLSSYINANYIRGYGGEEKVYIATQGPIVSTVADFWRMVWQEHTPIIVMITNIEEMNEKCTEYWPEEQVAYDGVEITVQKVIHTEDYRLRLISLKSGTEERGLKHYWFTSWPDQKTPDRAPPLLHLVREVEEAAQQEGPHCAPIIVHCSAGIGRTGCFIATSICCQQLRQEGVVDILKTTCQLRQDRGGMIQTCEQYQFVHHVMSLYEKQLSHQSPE
#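 material = STEP tyrosine phosphatase | reagent = fluorogenic phosphatase substrate OMFP at 25 µM final | doses = single compound dose of 20 µM, 1% DMSO final | schedule = 20 min reaction, room temperature, in the dark | measured by = fluorescence, 480/540 nm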
# NadD inh – inhibitors of S. aureus NadD, primary screen, biochemical, colorimetric, uHTS. Nicotinate-nucleotide adenylyltransferase NadD (Staphylococcus aureus N315). inhibition, % at 20 µM. AID 602399, 2012. 360,000 compounds, 0.78% hits. purified NadD enzyme, colorimetric absorbance read-out; in the data active = inhibition above about 26%; note: some compounds past the cut are filed as inactive
# SUMO1-SIM PPI – modulators of SUMO1 protein-protein interactions, primary screen, biochemical, uHTS; Small ubiquitin-related modifier 1 (Homo sapiens), P63165; SUMO1 binding to a labelled peptide, TR-FRET, 1 h; inhibition, % at 20 µM; 360,000 compounds, 0.33% hits; AID 602429, 2012; in the data active = inhibition above about 37%
# Target sequence (P63165 whole entry, looked up): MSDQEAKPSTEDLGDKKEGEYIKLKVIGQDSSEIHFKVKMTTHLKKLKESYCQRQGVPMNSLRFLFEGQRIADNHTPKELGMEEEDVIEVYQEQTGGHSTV
# CSN deneddyl inh – inhibitors of CSN-mediated cullin deneddylation, primary screen, biochemical, fluorescence polarization, uHTS; 360,000 compounds, 0.38% hits; Purified CSN, SCF-Nedd8-OG deneddylation; inhibition, % at 12.5 µM; COP9 signalosome complex subunit 5 (Homo sapiens), Q92905;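 active = pattern-corrected inhibition above about 35%, with an unprinted fluorescence ratio check between 0.5 and 1.5, limit read from the data, passing the limit was not always enough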;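 note: 0% = enzyme with substrate and 100% = substrate without enzyme; some results filed as inactive read as strong as hits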
#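 test system = HEK293T-derived human Csn5 enzyme | amount = 0.24 nM Csn5 enzyme, final concentration | medium = Tris/NaCl/DTT buffer, pH 7.5 | schedule = 90 min reaction at room temperature | signal = FP | evaluation = inhibition of Csn5 cleavage, % | compound dosing = single dose of 12.5 µM compound with 0.25% DMSO | probe or stimulus = 10 nM SCFSkp2-Nedd8OG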
# TbMetRS inhib – T. brucei MetRS inhibitors, primary screen, biochemical, luminescence; methionyl-tRNA synthetase (Trypanosoma brucei brucei); purified T. brucei MetRS, ATP depletion, Kinase-Glo luminescence; inhibition, % at 11.9 µM; 360,000 compounds, 0.4% hits;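 active = inhibition above a per-plate cutoff of the control wells' mean inhibition plus 3 SD, cut at about 5.5% in these data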;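 note: 0% = DMSO wells median and 100% = median of wells with control inhibitor compound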
#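 assay system = parasite MetRS enzyme | timing = 15 min preincubation, 2 h reaction, all 25 °C | evaluation = percent inhibition relative to median high and low control wells | medium = HEPES buffer containing pyrophosphatase, BSA, spermine, DTT | compound = single dose, 11.9 µM final nominal, 0.9% final DMSO | detection = Kinase-Glo luminescence, ATP depletion format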
# LMPTP inh – LMPTP phosphatase inhibitors, primary screen, biochemical, fluorescence intensity, uHTS. Low molecular weight phosphotyrosine protein phosphatase (Homo sapiens), P24666. inhibition, % at 20 µM. AID 651560, 2012. recombinant LMPTP-A, OMFP fluorogenic substrate. 360,000 compounds, 0.22% hits;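 active = compounds that cut the enzyme signal by at least half of the control window in the single-dose screen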;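 note: plate controls were DMSO wells with enzyme plus substrate for no effect and substrate without enzyme for full effect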
# Target sequence (P24666 whole entry, looked up): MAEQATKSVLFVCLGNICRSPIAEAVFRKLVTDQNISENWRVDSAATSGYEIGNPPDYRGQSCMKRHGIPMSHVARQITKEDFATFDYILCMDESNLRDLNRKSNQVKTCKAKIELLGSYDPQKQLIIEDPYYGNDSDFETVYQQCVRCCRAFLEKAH
#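 Test system: LMPTP-A, protein tyrosine phosphatase of low molecular weight; Input: 0.625 nM enzyme; Incubation: 50 min dark incubation at room temperature; Signal: endpoint fluorescence intensity from OMFP dephosphorylation; Read-out basis: % inhibition versus control wells.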
# Rpn11 inh – Rpn11 (PSMD14) deubiquitinase inhibitors, primary screen, biochemical, fluorescence polarization, uHTS | 360,000 compounds, 0.59% hits | calls only at 20 µM | 26S proteasome non-ATPase regulatory subunit 14 (Homo sapiens), O00487 | human 26S proteasome, Ub4-pepOG fluorescence polarization; 20S core pre-blocked with epoxomicin;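 active = inhibition at 20 µM, scaled to each plate's controls, above about 33%, limit read from the data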
# MLLE-PAM2 inh – inhibitors of PABP1 MLLE–PAM2 peptide binding, primary screen, biochemical, fluorescence polarization, FITC-PAM2, GST-MLLE; inhibition, % at 20 µM; Polyadenylate-binding protein 1 (Homo sapiens), P11940; 360,000 compounds, 0.36% hits; in the data active = inhibition above about 35%, passing the limit was not always enough;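 note: plate controls were DMSO wells with GST-MLLE for no effect and wells lacking GST-MLLE protein for full effect; some results filed as inactive read as strong as hits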
# * hit, by the source's call; i = inactive; · = not tested or not shown; + = active, no number.
SMILES,DNMT1 block,Scp-1 inhibitor,STEP block,NadD inh,SUMO1-SIM PPI,CSN deneddyl inh,TbMetRS inhib,LMPTP inh,Rpn11 inh,MLLE-PAM2 inh
CC(=O)c1ccc(OCCCC(=O)N(CCC2=CCCCC2)c2c(N)n(Cc3ccccc3)c(=O)[nH]c2=O)cc1,-4,-1,4,1,2,0,-0.2,-0.3,i,9
COc1ccc([C@H]2C[C@H](n3cc(COC(=O)c4ccccc4)nn3)[C@@H](O)CN2Cc2cccs2)cc1,-10,·,1,0,3,4,-1.6,2.9,i,-5
Cc1ccc(N(CC(N)=O)C2SC(=O)N(C)C2=O)cc1 (stereo not drawn),5,-10,1,4,3,8,-1.0,0.1,i,30
CCC1C/C(=C\c2cc(OC)c(OC)cc2OC)C(=O)/C(=C/c2cc(OC)c(OC)cc2OC)C1 (stereo not drawn),-19,-10,1,1,9,35*,-0.9,3.3,+,-107
COCCOc1nc2c(c(=O)n(C)c(=O)n2C)n1Cc1cccc(OC)c1,0,-8,-2,2,-1,-4,-0.7,-0.5,i,3
CCN(CC)c1cc(NCCO)c([N+](=O)[O-])c2nonc12,-12,-7,0,0,-23,3,0.2,-1.4,i,-4
COc1ccc(NC(=O)C2(C)Cc3c(-c4cccc(NC(C)=O)c4)ccnc3O2)cc1 (stereo not drawn),2,·,1,4,21,-1,-0.2,-0.1,i,15
CC1CCCCC1=NNC(=O)c1ccccc1 (stereo not drawn),2,·,-3,1,1,-6,-0.2,-2.0,i,1
COc1ccc(-c2cc(C(=O)N3CCCc4ccccc43)no2)cc1,0,-17,2,-7,2,-2,-0.1,2.6,i,16
Cc1cc(C(=O)COC(=O)COc2ccccc2C#N)c(C)n1CC1CCCO1 (stereo not drawn),-2,-9,0,-5,0,-4,0.7,0.7,i,-14
CCN(CC)C(=O)C1CCCN(Cc2ccc(OC)c(C)c2)C1 (stereo not drawn),-6,-7,-1,-7,-1,-2,0.1,-1.6,i,-3
CCC1CCCCN1CCCNC(=O)C1CCC(=O)N1Cc1ccc(C)cc1 (stereo not drawn),-1,-8,-3,-4,-3,-6,-0.2,-2.0,i,4
O=C1Nc2cnc(Cl)nc2Nc2ccccc21,7,·,1,2,-8,-1,-0.3,-1.4,i,5
COC(=O)c1scc(C)c1N/N=C(\C)c1ccc(F)cc1F,-1,-8,1,6,1,1,-0.4,3.4,i,2
CCCCS(=O)CC(COCc1ccccc1)OC(=O)CSc1nc(C)cc(C)n1 (stereo not drawn),2,-2,3,3,-4,-2,1.3,-0.3,i,6
CC(OC(=O)/C=C/c1cccs1)C(=O)Nc1ccc(C(N)=O)cc1 (stereo not drawn),4,3,2,-4,-23,3,-0.2,-0.6,i,4
CC(=O)CSc1ncnc2nc[nH]c12,1,-2,-1,6,0,1,0.1,-1.9,i,3
O=C(CNc1ccccc1F)Nc1cccc(S(=O)(=O)N2CCCCC2)c1,-5,1,-1,-4,0,0,-0.4,1.2,i,6
Cc1cc(NC(=O)c2ccc(COc3ccc(Cl)c(C)c3)o2)no1,4,1,-1,1,2,-1,-0.4,-0.6,i,-7
Cc1ccccc1-c1n[nH]c(=S)n1/N=C/C=C/c1ccco1,24,13,4,12,6,34,-0.2,-0.1,i,0
O=C(CCCCCN1C(=O)c2cccc3cccc(c23)C1=O)NCc1cccnc1,5,2,4,-2,-32,5,-0.5,0.0,i,-5
CCN(CC)S(=O)(=O)c1cc(NC(=O)CCCOc2ccc(C(C)=O)cc2)ccc1C,-1,-3,-1,-5,-1,-26,-0.4,-1.4,i,-19
COc1cc2nc(Cl)nc(N3CCOCC3)c2cc1OC,-1,-4,0,-1,5,-1,-0.1,-0.3,i,-21
CC1(C)CC(N(Cc2cccs2)C(=O)c2ccco2)CCO1 (stereo not drawn),-7,-2,0,-5,-4,0,1.2,0.1,i,4
O=C(COC(=O)C1=Cc2ccccc2OC1)NCc1ccc(F)cc1,2,-5,-2,-2,-8,-7,-0.1,-0.6,i,80

# Ordered by molecular weight (smallest number first): part of the list above
SMILES,DNMT1 block,Scp-1 inhibitor,STEP block,NadD inh,SUMO1-SIM PPI,CSN deneddyl inh,TbMetRS inhib,LMPTP inh,Rpn11 inh,MLLE-PAM2 inh
O=C1Nc2cnc(Cl)nc2Nc2ccccc21,7,·,1,2,-8,-1,-0.3,-1.4,i,5
CCN(CC)C(=O)C1CCCN(Cc2ccc(OC)c(C)c2)C1 (stereo not drawn),-6,-7,-1,-7,-1,-2,0.1,-1.6,i,-3
O=C(COC(=O)C1=Cc2ccccc2OC1)NCc1ccc(F)cc1,2,-5,-2,-2,-8,-7,-0.1,-0.6,i,80
CC(OC(=O)/C=C/c1cccs1)C(=O)Nc1ccc(C(N)=O)cc1 (stereo not drawn),4,3,2,-4,-23,3,-0.2,-0.6,i,4
Cc1cc(NC(=O)c2ccc(COc3ccc(Cl)c(C)c3)o2)no1,4,1,-1,1,2,-1,-0.4,-0.6,i,-7
O=C(CNc1ccccc1F)Nc1cccc(S(=O)(=O)N2CCCCC2)c1,-5,1,-1,-4,0,0,-0.4,1.2,i,6
CCN(CC)S(=O)(=O)c1cc(NC(=O)CCCOc2ccc(C(C)=O)cc2)ccc1C,-1,-3,-1,-5,-1,-26,-0.4,-1.4,i,-19
CCCCS(=O)CC(COCc1ccccc1)OC(=O)CSc1nc(C)cc(C)n1 (stereo not drawn),2,-2,3,3,-4,-2,1.3,-0.3,i,6

# (listing goes on)
SMILES,DNMT1 block,Scp-1 inhibitor,STEP block,NadD inh,SUMO1-SIM PPI,CSN deneddyl inh,TbMetRS inhib,LMPTP inh,Rpn11 inh,MLLE-PAM2 inh
Cn1cc(Br)c(NS(=O)(=O)c2ccc(Cl)s2)n1,0,-11,-1,2,2,0,0.2,-1.1,i,18
CCCNC(=O)CCc1c(C)nc2nc(C)nn2c1C,1,-1,-3,-2,0,-2,-0.8,-1.0,i,-4
CCCC(=O)N1CCOCC1c1cc(C(=O)Nc2ccccc2)no1 (stereo not drawn),6,·,0,-2,0,1,-0.3,-0.4,i,-11
Cc1nnc(-c2ccc(Cl)cc2)nc1NCCN(C)C,-1,-1,1,-3,-1,-3,-0.7,-1.5,i,2
COc1ccc(NC(=O)C(=O)N/N=C(\C)CC(=O)Nc2ccccn2)c(OC)c1,-1,-4,-2,0,2,2,-0.7,1.1,i,7
COc1ccc(CCNC(=O)c2ccc(=O)[nH]c2)cc1OC,-2,-9,1,-5,2,-1,-0.1,-1.2,i,-9
OCOCCCn1c(C2CCCN2c2nc(-c3ccc(F)cc3)cs2)nc2cc(Cl)c(N3CCCCC3)cc21 (stereo not drawn),-22,-6,4,19,0,2,-0.2,6.1,i,-15
CC(=O)Nc1ccc(S(=O)(=O)NNC(=O)c2ccc(S(=O)(=O)N3CCCCC3)cc2)cc1,0,-10,1,3,-2,-2,-0.2,-2.0,i,-2
CCOc1ccc(NC(=S)N2CCN(S(=O)(=O)c3ccccc3)CC2)cc1,-1,0,4,4,13,-1,-0.7,2.1,i,-103
COc1ccccc1NC(=O)C(=O)N(c1cccnc1)C(C(=O)NC(C)(C)C)c1ccccc1 (stereo not drawn),4,-11,-2,-5,-2,-4,-0.6,-0.2,i,-11
O=S1(=O)CC(N2CCCC2)CN1C1CCCC1 (stereo not drawn),27,·,3,-8,5,0,-1.4,-2.5,i,4
O=C(c1cccc(S(=O)(=O)N2CCCCC2)c1)N1CCN(S(=O)(=O)c2ccc(F)cc2)CC1,0,-4,9,1,0,-4,-1.1,1.5,i,-16
CCOc1ccc(N(CC(=O)Nc2ccc(C)c(C)c2)S(C)(=O)=O)cc1,-1,-6,-2,-2,2,-1,-0.5,1.3,i,-48
O=C(CCCn1c(=S)[nH]c2ccccc2c1=O)NCCSCc1ccccc1,4,33,1,-9,2,7,0.0,0.1,i,-95
Cc1ccc2oc(=O)c3cnn(CC(=O)N(Cc4ccco4)C4CCCCC4)c3c2c1,0,-17,6,3,2,-1,0.0,1.4,i,7
CCOC(=O)Cc1csc(SCC(=O)Nc2ccc(C)cc2F)n1,1,-4,0,-3,13,0,-0.2,0.4,i,12
O=C(c1ccccc1F)N1CCN(CC2CC3C=CC2C3)CC1 (stereo not drawn),-3,-2,1,3,0,3,-0.3,-2.3,i,13
Cc1ccc(C)c(N(C(=O)Cn2nnc3ccccc32)C(C(=O)NCc2ccco2)c2ccncc2)c1 (stereo not drawn),-3,2,-3,-4,-1,-1,-1.0,-0.7,i,10
S=c1[nH]c2cc(Cl)c3cccnc3c2o1,-15,-5,1,8,5,-6,0.2,2.4,i,-103
CCc1ccc([C@H]2[C@@H]3C(=O)C[C@@H]4C(=O)N(C5CCCCC5)C(=O)[C@@H]4[C@@H]3CN2S(=O)(=O)c2ccc(C)cc2)cc1,-24,·,0,0,-3,-2,0.4,0.2,i,2
COc1cc(/C=N/Nc2cccc3cccnc23)cc(OC)c1O,-12,-3,-1,1,-8,12,-0.7,1.4,i,-12
